Screens deposited in PubChem BioAssay by several laboratories.
HCT116 PTEN-null: suppresses growth of cells with PTEN deletion. HCT116 PTEN-null viability, CellTiter-Glo, 60 h; active compounds read low. viability, % at 10 µM. hit rate 1.2% among 140,000;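 active = viability at or below a set limit, 4 SD under the median of all tested compounds, cut at about 3.7% in these data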;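 also: PTEN knockout HCT116 line with beta catenin targeted HCT116 as companion control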
E-sel TNF inh: TNF alpha driven E-selectin expression inhibition | HUVEC TNFa-induced E-selectin immunofluorescence, high content | inhibition, % at 2 µM | hit rate 0.71% among 120,000 | AID 1246;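 active = inhibition above the batch mean plus 3 SD, and confirmed as a hit on visual image review, cut at about 43% in these data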;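 also: 0% = TNF-stimulated DMSO wells and 100% = unstimulated control wells; not every result past the cut was called active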
NPY-Y2 antag: blocks the human neuropeptide Y Y2 receptor | P49146 | NPY-Y2 expressing cells, antagonist mode | inhibition, % at 2.7 µM | hit rate 0.99% among 140,000 | AID 793; in the data active = inhibition above about 17%;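 also: 0% = vehicle with agonist challenge and 100% = reference antagonist with challenge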
Target sequence (P49146 whole entry, looked up): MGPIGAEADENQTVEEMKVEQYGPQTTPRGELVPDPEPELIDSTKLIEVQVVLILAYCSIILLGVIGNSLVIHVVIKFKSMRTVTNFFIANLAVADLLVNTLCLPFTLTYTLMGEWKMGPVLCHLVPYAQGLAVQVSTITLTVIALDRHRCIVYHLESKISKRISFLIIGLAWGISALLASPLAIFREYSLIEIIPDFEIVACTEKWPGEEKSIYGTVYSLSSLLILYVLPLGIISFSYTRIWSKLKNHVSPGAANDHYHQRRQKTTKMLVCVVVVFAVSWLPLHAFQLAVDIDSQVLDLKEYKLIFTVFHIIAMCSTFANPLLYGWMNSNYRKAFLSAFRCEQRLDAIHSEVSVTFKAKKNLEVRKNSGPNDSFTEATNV
MRP1 act: MRP-1 activation; H69AR cells + doxorubicin, viability rescue, CellTiter-Glo; viability increase, % at 10 µM; hit rate 0.61% among 140,000;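 active = viability gain under doxorubicin at or above a set limit, the compound median plus 3 SD, cut at about 4.7% in these data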;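 also: MRP-1 overexpressing cells given doxorubicin 25 µM after compound pretreatment; 18-22 h compound pretreatment then 72 h with doxorubicin before readout; 0% = doxorubicin-only wells and 100% = vehicle-treated cells without doxorubicin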
GALR2 blocker: blocks the human galanin receptor 2. O43603. GALR2-expressing cells, antagonist mode. inhibition, % at 4 µM. hit rate 0.39% among 140,000. AID 828; in the data active = inhibition above about 27%;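 also: cells stimulated with galanin 1-16 at roughly its EC80; 0% = agonist challenge control and 100% = basal control without agonist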
Target sequence (O43603 whole entry, looked up): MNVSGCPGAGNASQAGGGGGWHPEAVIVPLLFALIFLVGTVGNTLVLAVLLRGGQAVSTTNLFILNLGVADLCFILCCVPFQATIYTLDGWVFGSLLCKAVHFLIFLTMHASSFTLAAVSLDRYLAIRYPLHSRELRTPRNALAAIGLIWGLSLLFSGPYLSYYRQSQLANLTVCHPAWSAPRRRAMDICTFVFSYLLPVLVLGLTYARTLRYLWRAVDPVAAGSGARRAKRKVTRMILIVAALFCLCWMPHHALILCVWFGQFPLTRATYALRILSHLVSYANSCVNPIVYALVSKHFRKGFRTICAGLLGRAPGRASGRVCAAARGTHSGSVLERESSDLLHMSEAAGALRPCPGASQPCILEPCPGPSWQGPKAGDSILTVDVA
Yeast life ext: yeast lifespan extension. S. cerevisiae growth with nicotinamide, OD615; deaD strain in restrictive glucose medium. hit rate 0.68% among 130,000. inhibition of the nicotinamide effect, % at 10 µM;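 active = inhibition above a set limit, placed 3 SD over the median of all compounds, cut at about 26% in these data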;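 also: 0% = nicotinamide-treated wells and 100% = cells grown without nicotinamide; some compounds called inactive have numbers as strong as hits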
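Material: Modified budding yeast, DeaD strain | Medium: Restrictive glucose medium | Probe or stimulus: 1.5 mM nicotinamide | Dosing: Single dose 10 µM compound, 0.25% DMSO | Times: 48 h at 30 °C | Technique: OD615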
bCat KO growth: beta-catenin-lacking colon tumor cell growth suppression; HCT116 beta-catenin knockout viability, CellTiter-Glo, 60 h; active compounds read low; viability, % at 10 µM; AID 818; hit rate 1.5% among 140,000;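 active = viability at or under a set limit, the compound median less 4 SD, cut at about 6% in these data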;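 also: 0% = Hyamine 1622 control at 20 µM and 100% = untreated cell control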
BB579 growth dn: yeast BB579 growth reduction in restrictive medium; S. cerevisiae BB579 growth, OD615, 48 h; inhibition, % at 10 µM; hit rate 0.51% among 140,000; AID 804;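 active = inhibition above a set limit, 3 SD over the mean compound inhibition, cut at about 44% in these data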; also: inactives centre near -24
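controls = amphotericin B 10 µg/mL, positive | assay system = DeaD yeast strain BB579 | schedule = 48 h compound exposure at 30 °C after 4 h preincubation | detection = OD615 turbidity measurement | medium = restrictive CSMM-D medium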
Measles CPE: protection of cells from measles virus; protection (pct of control), % at 4 µM; Measles virus-infected cells, CPE protection, absorbance; hit rate 1.5% among 140,000; in the data active = protection mostly above about 24%, no sharp cut-off; inactive = mostly below about 26%; also: some compounds called inactive have numbers as strong as hits
Phagocytosis inh: macrophage phagocytosis inhibition; inhibition, % at 5 µM; hit rate 0.07% among 110,000; J774A.1 macrophage IgG-bead phagocytosis, imaging; AID 1029;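 active = inhibition above the mean of the plate negative controls plus 5 SD, cut at about 13% in these data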;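 also: phagocytic index as fraction of beads internalized from green versus red external bead signal; plate controls were DMSO negative control for no effect and cytochalasin-D positive control for full effect; some results beyond the cut were filed as inactive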
* marks the source's active call; other numbers are inactive results; . = no result given.

Every second line gives: bCat KO growth, GALR2 blocker, BB579 growth dn, NPY-Y2 antag, Yeast life ext, E-sel TNF inh, Measles CPE, MRP1 act, HCT116 PTEN-null, Phagocytosis inh
O=C(O)CCSc1nnc(-c2ccc3c(c2)OCO3)o1
→ 93, -17, 28, 14, 7, -16, 12, -0.9, 102, -1
CCN=C1SC(CC(=O)Nc2ccccc2)C(=O)N1CC (stereo unspecified)
→ 108, 4, 34, 1, -8, -7, 5, 0.1, 108, .
N#C/C(=C\c1cccs1)C(=O)NCc1ccccc1
→ 91, -4, -25, 3, -4, 25, 5, 2.4, 94, -13
CC1(C)CC(=O)C=C(NNC(=O)C2CCCCC2)C1
→ 92, -4, -36, 3, ., 21, 2, -1.1, 94, .
CC(C)N(C(=O)C(=O)c1cccn1-c1ccccc1C#N)C(C)C
→ 89, -5, -14, 3, 6, 12, 20, -1.4, 91, 0
O=C(COC(=O)CNC(=O)c1ccco1)Nc1ccc(Cl)cn1
→ 93, -2, -4, 0, -2, 18, 9, -0.5, ., 1
COC(=O)C1CSC(C(=O)OC)N1C(=O)Nc1c(C)cccc1C (stereo unspecified)
→ 94, -4, -4, -1, -5, 9, 5, -0.7, 88, .
O=C(O)C1C2C=CC3(CN(C4CCCC4)C(=O)C13)O2 (stereo unspecified)
→ 97, 1, -4, 6, -16, ., 8, -0.3, 102, 2
CCc1nnc(NC(=O)c2cc(S(=O)(=O)N3CCN(c4ccccc4)CC3)ccc2Cl)s1
→ 79, -2, -1, 0, -23, 9, 3, -0.1, 88, 0
O=C(NCc1cccs1)c1cccnc1Cl
→ 86, 2, -34, 1, 3, ., 6, -0.7, 95, -7
CN(C)CCCNC(=O)c1cc2c3ccccc3n(C)c2s1
→ 65, 5, -5, 3, -8, 28, 3, -3.4, 66, .
COC(=O)c1ccc(OCC(O)CN(CCO)CCO)cc1 (stereo unspecified)
→ 80, 8, -38, 4, -3, ., 2, 0.1, 99, -2
Cc1nc2c(c(C)nn2-c2ccccc2)c(C)c1Cl
→ 86, 12, -25, 2, -9, ., 2, -2.2, 87, 0
Cc1c(C(=O)NCc2ccc3c(c2)OCO3)oc2ccc(S(=O)(=O)N3CCCC3)cc12
→ 63, 12, -40, 5, -12, -27, 4, -1.4, 65, 0
CCCCOc1ccccc1NC(=O)c1ccc(=O)[nH]c1
→ 90, -5, -41, -2, -11, 10, 14, -2.6, 90, 0

Later entries:
Every second line gives: bCat KO growth, GALR2 blocker, BB579 growth dn, NPY-Y2 antag, Yeast life ext, E-sel TNF inh, Measles CPE, MRP1 act, HCT116 PTEN-null, Phagocytosis inh
Cc1cc(C)nc(N2CCC(C(=O)Nc3ccc(Oc4ccccc4)cc3)CC2)n1
→ 44, 3, -64, 0, 13, -7, 2, -1.5, 49, 0
O=[N+]([O-])c1ccc(N2CCCC2)cc1N1CCCC1
→ 96, -3, -33, 2, -11, -9, 7, -0.6, 94, .
CCC(Cc1ccccc1)NC(=O)CN(C)S(=O)(=O)c1ccc2c(c1)c(=O)n(C)c(=O)n2C (stereo unspecified)
→ 92, 5, -25, 3, -4, 13, 17, 0.1, 96, 0
S=c1nccc(-c2cc(Cl)sc2Cl)[nH]1
→ 102, -5, -12, 1, -1, 38, 20, -2.8, 97, 1
Cc1noc2ncnc(Oc3ccc4ccccc4c3)c12
→ 104, 1, -3, 3, 14, 26, 9, -1.2, 101, .
COCCOC(=O)C1=C(C)Nc2cc(=O)[nH]c(=O)n2C1c1cccc([N+](=O)[O-])c1 (stereo unspecified)
→ 79, -5, -18, 0, 5, 7, 5, -2.0, 71, -3
CCCNc1nc2c(c(=O)n(C)c(=O)n2C)n1Cc1ccc(F)cc1
→ 84, -6, -24, 2, -5, -18, 14, -4.1, 81, -2
CCn1cc(C(=O)O)c(=O)c2ccc(C)nc21
→ 104, 9, -18, 6, 64*, ., 15, -1.8, 103, .
COC(=O)CNC(=O)C1CCCN1C(=O)CNC(=O)OC(C)(C)C (stereo unspecified)
→ 92, 2, -16, 0, -2, ., 13, -0.1, 95, -2
Cc1cccc(N2CCN(S(=O)(=O)c3cccc4nonc34)CC2)c1C
→ 82, -12, -3, 1, 1, ., 10, 1.2, 63, -11
CCOC(=O)c1cnn(CCOC(=O)c2ccc(F)cc2)c1NC(=O)c1ccc(F)cc1
→ 82, -11, -27, 3, -5, 1, 4, -0.3, 89, -8
COc1ccc(N2CCN(C(c3ccccc3OC)c3nnnn3Cc3ccco3)CC2)cc1 (stereo unspecified)
→ 98, 13, 20, 4, -17, -14, 4, -0.5, 73, -1
Cc1ccsc1-c1nc(CSCC(=O)NCCN2CCCC2)c(C)o1
→ 62, -8, 7, 2, -20, -27, 7, -2.4, 67, 0
O=C1CC(N2CCN(c3ccc(O)cc3)CC2)C(=O)N1Cc1cccs1 (stereo unspecified)
→ 52, -1, -77, 1, -2, 4, 15, -1.2, 44, 0
CC(C)NC(=O)C1CCCN(S(=O)(=O)c2cccs2)C1 (stereo unspecified)
→ 84, -2, -33, 2, -14, ., 13, -1.1, 77, -1

6 compounds out of the list, sorted by SMILES length, rising.
Every second line gives: bCat KO growth, GALR2 blocker, BB579 growth dn, NPY-Y2 antag, Yeast life ext, E-sel TNF inh, Measles CPE, MRP1 act, HCT116 PTEN-null, Phagocytosis inh
N#C/C(=C\c1cccs1)C(=O)NCc1ccccc1
→ 91, -4, -25, 3, -4, 25, 5, 2.4, 94, -13
CCN=C1SC(CC(=O)Nc2ccccc2)C(=O)N1CC (stereo unspecified)
→ 108, 4, 34, 1, -8, -7, 5, 0.1, 108, .
O=[N+]([O-])c1ccc(N2CCCC2)cc1N1CCCC1
→ 96, -3, -33, 2, -11, -9, 7, -0.6, 94, .
CC(C)NC(=O)C1CCCN(S(=O)(=O)c2cccs2)C1 (stereo unspecified)
→ 84, -2, -33, 2, -14, ., 13, -1.1, 77, -1
COC(=O)CNC(=O)C1CCCN1C(=O)CNC(=O)OC(C)(C)C (stereo unspecified)
→ 92, 2, -16, 0, -2, ., 13, -0.1, 95, -2
CCCNc1nc2c(c(=O)n(C)c(=O)n2C)n1Cc1ccc(F)cc1
→ 84, -6, -24, 2, -5, -18, 14, -4.1, 81, -2

(further entries)
Every second line gives: bCat KO growth, GALR2 blocker, BB579 growth dn, NPY-Y2 antag, Yeast life ext, E-sel TNF inh, Measles CPE, MRP1 act, HCT116 PTEN-null, Phagocytosis inh
Cn1cccc1Cc1nnc(SCC(N)=O)n1-c1ccc(F)cc1
→ 85, 8, -5, 4, -8, ., 20, -2.2, 82, 0
CC1CCN(S(=O)(=O)c2ccc(NC(=O)Cn3nnc(-c4ccccc4)n3)cc2)CC1
→ 94, -20, -49, -3, -11, 0, 3, -2.0, 83, 0
Cc1ccc(NC(=O)CS(=O)CC(=O)Nc2ccc3c(c2)OCO3)cc1Cl (stereo unspecified)
→ 109, -6, -38, 1, -9, 13, 0, -0.1, 100, -1
CN1CCN(S(=O)(=O)c2ccc(Sc3nc4ccccc4[nH]3)c3nsnc23)CC1
→ 92, 5, -19, 0, -1, -20, 29, -2.6, 106, 1
CCc1ccccc1N/C(=N\S(=O)(=O)c1ccccc1)C(F)(F)F
→ 97, 1, -6, 2, 30*, 46, 15, -1.7, 101, 7
C=CCn1c(COc2ccc(CC)cc2)nnc1SCC(=O)N(C)C1CCS(=O)(=O)C1 (stereo unspecified)
→ 94, 5, -12, 2, -6, -11, -1, -1.1, 94, -1
CCOC(=O)C1C(=O)C=C(c2cccc(NS(C)(=O)=O)c2)CC1c1ccco1 (stereo unspecified)
→ 70, 4, -16, 2, ., 15, 26, -4.0, 68, .
CC(=O)Oc1ccc(C(c2ccc(OC(C)=O)cc2)c2ccccn2)cc1
→ 70, -3, 2, 108*, 2, ., 5, -1.3, 81, .
O=S(=O)(c1ccc(F)cc1)N1CCC(N2CCCC2)CC1
→ 97, 12, 22, 3, -6, -6, 0, -1.2, 99, 0
COc1ccc(CNC(=O)CNS(=O)(=O)c2ccc(Cl)cc2)cc1
→ 93, 7, -38, 1, 2, ., 9, 2.3, 99, 0
Cc1c(-c2ccccc2)[nH]n2c(=O)c3c(nc12)CCCC3
→ 92, 4, -37, 1, 2, ., 18, -1.0, 90, -2
CCOC(=O)c1c(C2COc3ccccc3O2)csc1NC(=O)c1ccccc1 (stereo unspecified)
→ 0.8*, -4, -37, -1, -7, ., 2, -0.2, 0.5*, 0
CCN(CC)CCCNC(=O)c1[nH]c(C)c(C(=O)NC2CCCCC2)c1C
→ 91, -15, -22, 0, 3, 18, 24, 0.3, 88, .
N#Cc1ccccc1NC(=O)COC(=O)CCc1ccc(S(=O)(=O)N2CCCCC2)cc1
→ 83, -12, -10, -3, -6, -13, 21, -2.0, 101, -4
CC(=O)c1c(C)[nH]c(C(=O)Nc2ccc(C)c(C)c2)c1C
→ 84, 8, -7, 0, -4, ., 4, -1.9, 83, -1

Remaining list, next part.
Every second line gives: bCat KO growth, GALR2 blocker, BB579 growth dn, NPY-Y2 antag, Yeast life ext, E-sel TNF inh, Measles CPE, MRP1 act, HCT116 PTEN-null, Phagocytosis inh
COc1ccc(-n2c(C)cc(/C=C3\C(=O)NN(c4ccccc4)C3=O)c2C)cc1
→ 82, 8, -41, 9, 6, ., 99*, 0.0, 79, -4
CCn1cc(Br)c(C(=O)Nc2ccc(Cl)cc2Cl)n1
→ 92, -2, -3, 8, -6, -2, 8, -2.6, 89, 0
COc1ccc(CC(=O)Nc2ccc(C(=O)Nc3ccccc3C(=O)O)cc2)cc1OC
→ 98, 0, -6, 0, 0, ., 1, -1.4, 107, -9
COc1cc(NC(=O)c2ccco2)c(C(=O)OCC(=O)Nc2ncc(Cl)cc2Cl)cc1OC
→ 111, 0, -26, 1, -14, -16, 2, -0.9, 113, -1
COc1ccc(-c2nnc(Nc3nc4c(OC)cccc4s3)o2)c(OC)c1
→ 3.7*, 0, -23, 1, -18, -21, 5, -1.8, 6, .
CCNC(=S)Nc1cc(OCC)c(NC(=O)c2cccs2)cc1OCC
→ 100, -1, -13, 2, 3, ., 17, -3.0, 102, -9
CN1/C(=N\O)c2cccc3cccc1c23
→ 92, 12, 10, 7, -16, 9, 26, -1.5, 98, 0
O=C(CSc1nnc(NC(=O)C2CCC2)s1)NC1CC1
→ 94, 6, -33, 4, 1, 3, 4, -0.2, 104, -1
ClC(Br)=C(n1cnc2ccccc21)n1cnc2ccccc21
→ 100, 4, -53, 1, 41*, -1, 10, -0.8, 102, -2
COc1ccc(CCNS(=O)(=O)c2ccc(C3CNC(=O)C3)cc2)cc1OC (stereo unspecified)
→ 86, -4, -22, 0, ., -16, 4, -2.4, 98, .
C/C(=N\N=C(/N)SC1CC(=O)N(c2ccc(Cl)cc2)C1=O)c1cccs1 (stereo unspecified)
→ 91, -11, 3, -3, -2, ., 3, 0.1, 97, -1
COc1ccc(CNC(=O)C2CCCN2S(=O)(=O)c2ccc(C)cc2)cc1 (stereo unspecified)
→ 107, 4, -5, 3, -5, ., 2, -0.5, 104, -1
CC(=O)c1c(C)[nH]c(-c2ccccc2)c1C
→ 87, 2, -13, 3, -5, ., 6, -0.2, 85, -2
Cc1ccc(N2CC(C(=O)NCc3cccnc3)CC2=O)cc1 (stereo unspecified)
→ 89, -11, -46, -2, -8, -6, 4, -0.9, 93, -1
